Fluor 339 460: intrinsic fluorescence of library compounds, ex339/em460 – biochemical, MLSMR library, data from DPM-DC assay, artefact control, profiling panel | compound autofluorescence, ex339/em460 nm, NADH buffer; hits give high values; 1 = no-compound wells, NADH background | fluorescence fold increase at 10 µM | 65,000 tested, 5.5% active | AID 709;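 active means at 10 µM, mean starting fluorescence two-fold or more over control wells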;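 further: signal is the first read of a kinetic run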
RORa activator: RORA (human) activation; 65,000 tested, 1.5% active; CHO-K1 Gal4-RORA LBD luciferase reporter, luminescence; percent increase over mock-subtracted basal signal; AID 560; activation, % at 10 µM;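 active means activation above the mean of all tested compounds plus 3 SD, cut at about 49% in these data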;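 further: 0% = DMSO-treated RORA cells and 100% = added signal equal to DMSO minus mock-transfected cells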
Target sequence (P35398 whole entry, looked up, the tested form may be a part): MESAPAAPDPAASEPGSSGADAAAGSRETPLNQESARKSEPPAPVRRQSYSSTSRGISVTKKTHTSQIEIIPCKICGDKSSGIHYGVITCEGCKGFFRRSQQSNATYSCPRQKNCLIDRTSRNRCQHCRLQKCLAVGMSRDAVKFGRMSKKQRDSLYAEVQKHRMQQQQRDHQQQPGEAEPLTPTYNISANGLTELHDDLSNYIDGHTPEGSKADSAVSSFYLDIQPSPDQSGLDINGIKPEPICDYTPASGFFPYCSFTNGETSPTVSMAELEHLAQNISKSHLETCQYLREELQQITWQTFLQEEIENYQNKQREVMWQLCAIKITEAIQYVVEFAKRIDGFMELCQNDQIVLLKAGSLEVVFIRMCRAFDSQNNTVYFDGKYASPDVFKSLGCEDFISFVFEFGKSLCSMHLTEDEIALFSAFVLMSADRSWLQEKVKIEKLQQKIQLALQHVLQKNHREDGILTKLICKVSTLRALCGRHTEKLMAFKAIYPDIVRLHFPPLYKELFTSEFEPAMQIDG
TNAP act mid DEA: activates human TNAP at intermediate phosphate acceptor concentration | 64,000 tested, under 10 active | activation factor at 20 µM | AID 813 | P05186 | purified TNAP, CDP-star luminescence, 100 mM DEA, 30 min; hits give high values; scale: 0 levamisole-inhibited, 1 vehicle-only enzyme;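 active means activation factor of at least 2 at 20 µM, relative to controls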
Target sequence (P05186 whole entry, looked up): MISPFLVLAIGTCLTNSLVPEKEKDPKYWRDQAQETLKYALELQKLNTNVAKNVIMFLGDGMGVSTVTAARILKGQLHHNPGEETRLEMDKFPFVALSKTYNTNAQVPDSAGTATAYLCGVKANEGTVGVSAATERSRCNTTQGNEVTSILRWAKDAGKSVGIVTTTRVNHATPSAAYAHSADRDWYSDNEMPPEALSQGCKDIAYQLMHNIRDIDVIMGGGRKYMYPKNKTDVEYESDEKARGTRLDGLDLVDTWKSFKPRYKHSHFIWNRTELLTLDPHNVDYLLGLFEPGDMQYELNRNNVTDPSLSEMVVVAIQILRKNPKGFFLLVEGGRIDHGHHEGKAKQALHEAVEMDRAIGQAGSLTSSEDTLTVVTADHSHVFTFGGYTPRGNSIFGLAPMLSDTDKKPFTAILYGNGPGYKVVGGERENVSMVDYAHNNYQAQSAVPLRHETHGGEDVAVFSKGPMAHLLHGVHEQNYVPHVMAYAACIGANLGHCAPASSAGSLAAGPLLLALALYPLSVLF
M1 agonist: M1 muscarinic receptor agonism; CHO-M1 cells, Fluo-4 calcium fluorescence, agonist mode; hits give high values; B-score at 10 µM; 64,000 tested, 3% active;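 active means fluorescence rise, raw or as B-score row- and column-corrected plate score, outside the 99.7% band of its plate's samples, either direction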
SF-1 act: activates the human nuclear receptor SF-1; AID 522; 65,000 tested, 1.9% active; Q13285; CHO-K1 Gal4-SF-1 LBD luciferase reporter; % increase over DMSO SF-1-specific signal; activation, % at 10 µM;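 active means activation above the mean activation of all tested compounds plus 3 SD, cut at about 50% in these data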
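Assay system: CHO-K1 cells co-transfected with Gal4 DBD–human SF-1 LBD, 5xGal4 luciferase reporter / Input: 4,000 cells per well / Incubation: 20 h compound exposure at 37 °C after 1 h cell settling / Detection: SteadyLite luciferase luminescence / Control set: DMSO negative control and −SF1 background wells / Replication: one test per compound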
NADH enzymes: inhibition of NAD/NADH coupling enzymes, library profiling; coupled PK/LDH NADH assays, four targets; IC50, µM (top dose mostly 10 µM), inactives show at the highest dose inhibition; 65,000 tested, 0.02% active; AID 774;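 active means single-dose screening hits from any of four coupled enzyme assays that gave an IC50 when retested across doses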;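 further: the DPM-DC format reads NADH fluorescence rather than 340 nm absorbance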
Ecoli tolC: growth inhibitors of E. coli BW25113 tolC mutant. OD615. growth inhibition, % at 10 µM (by protocol). 65,000 tested, 2.2% active. AID 573;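 active means growth inhibition at or above a cutoff equal to the mean over every tested compound plus 3 SD, cut at about 60% in these data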;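 further: growth measured after 20 h incubation at 37 °C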
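signal = optical density read at 615 nm | test system = E. coli ΔtolC::kan strain BW25113 | timing = 20 h compound exposure of bacteria at 37 °C | buffer or medium = LB medium plus 50 µg/mL kanamycin | compound dosing = 10 µM final, single dose | evaluation = % inhibition of E. coli growth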
M1 antagonist: M1 muscarinic receptor (rat) antagonism | P08482 | CHO-M1 cells, Fluo-4 calcium, ACh EC80 antagonist mode; hits give low values | B-score at 10 µM | 64,000 tested, 3.4% active | AID 628;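 active means calcium fluorescence response, raw or row-and-column corrected B-score, differing from the plate sample mean either way at a set confidence level, mostly lower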
Ec RNAP inh: blocks E. coli RNA polymerase transcription; fluorescence transcription assay; inhibition, %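 (tested at 10 µM)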; 62,000 tested, 0.2% active; in the data active means inhibition above about 20%;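 further: 0% = enzyme without compound and 100% = no enzyme blank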
The depositor's hits bear a star; / = not tested or not shown; [ ] = dose if it differs, or a comment.

SMILES	Fluor 339 460	RORa activator	TNAP act mid DEA	M1 agonist	SF-1 act	NADH enzymes	Ecoli tolC	M1 antagonist	Ec RNAP inh
COC(=O)c1[nH]c2ccc(C)cc2c1NC(=O)CN1CCC(C)CC1	1.83	-11.6	0.8	0.155	-12.8	4.0%	-2.5	0.109	6.5
COc1ccc(N=CC2=C(O)CC(C)(C)CC2=O)cc1	0.99	45.1	0.9	-1.7	87.2*	10.0%	-7.4	0.00783	7.1
O=C(NCCCNCc1ccccc1)c1ccc(/C=N/O)nc1	1.06	-5.2	0.9	/	-2.5	4.0%	-12.5	/	4.5
COc1ccc(O)c(C(=O)c2cc(C#N)c(=O)n(CCN3CCOCC3)c2)c1	1.1	1.9	0.9	0.0639	3.7	5.0%	-8.4	0.506	8.9
CCN1CCN(c2ncc(C(=O)Nc3cc(Cl)c(OC)cc3OC)c3ccccc23)CC1	1.05	22.7	1	/	19.3	11.0%	13.8	/	9.6
CN(C(=O)C1CCOC1)c1nnc(-c2ccccn2)s1 (stereo not drawn)	1.16	32.1	0.9	-0.06	30.6	2.0%	-10.6	-0.0259	1.6
C1CCc2c(nc3nnnn3c2N2CCOCC2)C1	0.81	-14.6	0.9	0.988	-7.3	12.0%	-4.9	0.87	-0.2
COC(=O)C(C)Sc1nc2c(cnn2-c2ccccc2)c(=O)[nH]1 (stereo not drawn)	1.06	11.9	0.8	0.59	6.8	6.0%	2.5	0.00175	6.6
Oc1c(-c2cc(-c3ccco3)[nH]n2)ccc2ccccc12	1.19	19.4	0.9	-0.25	19.2	3.0%	10.4	0.618	4.8
Cc1cc(C)c(C(N)=O)c(NCCc2ccccc2)n1	1.79	-21.6	1	0.71	5.0	6.0%	8.8	0.718	1.9
Cc1cccc(C(C)(C)C)c1OCCn1ccnc1	1.12	-1.3	0.9	0.0648	-21.8	5.0%	91.6*	-1.17	4.5
Cc1ccccc1SCC(=O)NC1CCOC1=O (stereo not drawn)	1.06	-10.1	0.9	0.0795	-3.9	6.0%	-2.2	-1.73	-4.1
CCN1CCN(Cc2cc(=O)oc3cc4c(cc23)CCC4)CC1	1.3	-6.6	1	0.16	1.9	9.0%	4.6	-0.415	11.2
COc1ccc(NC(=O)c2oc3cc(C)c(C)cc3c2C)c(OC)c1	3.83*	-11.6	/	-0.569	-10.3	4.0%[fluoresces]	-3.5	0.369	/
CCc1cc(C=NC2CCCCC2)c(O)s1	1.07	33.0	0.9	1.26	45.9	5.0%	-2.0	-0.00332	1.6
COc1ccccc1OCc1ccc(C(=O)N2CCN3CCCC3C2)cc1 (stereo not drawn)	1.11	5.1	1	0	-3.2	3.0%	-10.2	-0.453	-0.1
Cc1nc2ccc3nc(NC(=O)C4COc5ccccc5O4)sc3c2s1 (stereo not drawn)	1.1	18.9	1	0.583	-0.5	1.0%	11.1	0.00203	8.1
CCOC(=O)N1CCN(C(=O)CCCn2c(=S)[nH]c3ccccc3c2=O)CC1	1.12	-11.0	1	0.315	6.3	8.0%	-8.0	1.38	-4.7
Cc1ccccc1-c1c(C)oc2cc(O)ccc2c1=O	2.21*	-6.0	0.9	-0.0885	-3.6	9.0%[fluoresces]	-8.1	0.101	-19.8
Cc1cc(C)n(C(=O)C2CCCN2S(=O)(=O)c2ccc(Cl)cc2)n1 (stereo not drawn)	0.98	35.4	1	-0.0755	-8.7	3.0%	6.8	-1.31	4.9

3 of the compounds above, with bars between the fields.
molecule | Fluor 339 460 | RORa activator | TNAP act mid DEA | M1 agonist | SF-1 act | NADH enzymes | Ecoli tolC | M1 antagonist | Ec RNAP inh
O=C(NCCCNCc1ccccc1)c1ccc(/C=N/O)nc1 | 1.06 | -5.2 | 0.9 | / | -2.5 | 4.0% | -12.5 | / | 4.5
COc1ccc(O)c(C(=O)c2cc(C#N)c(=O)n(CCN3CCOCC3)c2)c1 | 1.1 | 1.9 | 0.9 | 0.0639 | 3.7 | 5.0% | -8.4 | 0.506 | 8.9
CCN1CCN(c2ncc(C(=O)Nc3cc(Cl)c(OC)cc3OC)c3ccccc23)CC1 | 1.05 | 22.7 | 1 | / | 19.3 | 11.0% | 13.8 | / | 9.6

(list continues)
SMILES	Fluor 339 460	RORa activator	TNAP act mid DEA	M1 agonist	SF-1 act	NADH enzymes	Ecoli tolC	M1 antagonist	Ec RNAP inh
CCC(C)[C@H](NC(=O)NCc1ccccc1Cl)C(=O)OC (stereo partly drawn)	1.09	-11.6	0.9	-0.524	-21.9	3.0%	-5.6	0.0743	-3.5
Cc1cc(N=CC2=C(O)CC(C)(C)CC2=O)no1	1.05	6.5	0.9	0.0051	4.3	5.0%	-10.7	0.25	11.4
C=CCn1c(COc2cccc3ccc(C)nc23)nnc1SCC(N)=O	1.31	-8.3	0.9	1.22	-2.1	1.0%	-3.6	-0.302	11.3
O=C(Oc1ccc(-n2cnnn2)cc1)c1ccco1	1.09	13.9	0.8	-0.777	-5.3	8.0%	/	-0.742	9.1
O=C(CSc1nc2sc3c(c2c(=O)n1Cc1ccco1)CCC3)N1CCc2ccccc21	1.19	-20.5	0.9	0	0.3	1.0%	2.5	-0.552	9.4
COc1ccc(C(CC(=O)NC(C)(C)C)n2cccc2)cc1 (stereo not drawn)	1.1	-12.0	0.9	-0.257	14.2	4.0%	-5.0	0.186	19.3
Cc1cccc(-n2c(SCC(=O)NCc3ccco3)nc3ccccc3c2=O)c1	1.05	-12.7	1	-0.717	-11.9	4.0%	5.4	-0.0214	-2.9
CCCCN(C(=O)c1c(C)[nH]c(C(=O)OCC)c1C)c1ccccc1	1.07	23.3	1	0.13	0.8	5.0%	19.9	-0.113	9.4
COc1cccc(C(=O)N2CCN(CCCc3ccccc3)CC2)c1OC	1.05	11.7	1	0.0115	-12.4	7.0%	-10.6	0.801	2.7
CN1CCN(C(=O)c2ccc3c(c2)N(Cc2cccc(Cl)c2)C(=O)c2ccccc2S3=O)CC1 (stereo not drawn)	1.08	29.2	0.9	0.0712	10.5	5.0%	3.0	-0.174	6.6
O=C(CN1CCN(c2ccccn2)CC1)NC(=O)NC1CCCCC1	1.1	-19.9	0.9	-0.252	2.1	1.0%	4.2	0.0802	1.6
CCN(CC(=O)Nc1ccc(OC)c(OC)c1)S(=O)(=O)c1ccc(C)cc1	1.14	10.7	0.8	-0.863	-3.6	5.0%	13.8	0.265	7.2
O=c1c(-c2ccccc2)c(O)nc2ccccn12	1.52	-2.0	0.9	0.14	-7.3	8.0%	-25.8	0.155	2.9
O=C(NC(O)C(=O)c1cccs1)c1cccnc1 (stereo not drawn)	1.06	-15.2	1	0.169	12.9	4.0%	-8.9	0.777	6.3
CC(NC(=O)Nc1ccc2c(c1)OCO2)C1CCCO1 (stereo not drawn)	0.99	-7.3	0.9	-0.915	25.9	6.0%	-8.8	-0.0747	0.1
CCOC(=O)N1CCC(NC(=O)c2cccc3c2C(=O)N(Cc2cccnc2)C3)CC1	1.14	-0.9	0.9	0.952	5.6	8.0%	-19.5	1.46	10.4
CC(C)(C)N1CC(COc2ccccc2)OC1=O (stereo not drawn)	1.08	25.3	0.9	0.582	8.3	4.0%	-6.7	-0.416	7.4
O=C(CC1CCCC1)Nc1nc2ccccc2[nH]1	1.11	47.1	1	-0.00218	39.7	6.0%	18.5	0.598	1.6
CCOC(=O)C(C)Sc1nc(N)c(NC(=O)c2ccc(OC)c(OC)c2)c(=O)[nH]1 (stereo not drawn)	1.12	-20.8	0.9	0.324	-5.7	1.0%	-16.0	0.0762	3.3
CCOC(=O)C1CCCN(C2CC(=O)N(c3cccc(C)c3)C2=O)C1 (stereo not drawn)	1.13	-8.2	0.9	-0.416	2.3	9.0%	-5.3	-0.44	7.8

Fluor 339 460, entries above that show a hit
structure,Fluor 339 460,TNAP act mid DEA,M1 agonist,SF-1 act,NADH enzymes,M1 antagonist,Ec RNAP inh
COc1ccc(NC(=O)c2oc3cc(C)c(C)cc3c2C)c(OC)c1,3.83*,/,-0.569,-10.3,4.0%[fluoresces],0.369,/
Cc1ccccc1-c1c(C)oc2cc(O)ccc2c1=O,2.21*,0.9,-0.0885,-3.6,9.0%[fluoresces],0.101,-19.8

Arranged by the number under Ec RNAP inh (low to high): three from the list above
compound	Fluor 339 460	TNAP act mid DEA	M1 agonist	SF-1 act	NADH enzymes	M1 antagonist	Ec RNAP inh
CCOC(=O)N1CCN(C(=O)CCCn2c(=S)[nH]c3ccccc3c2=O)CC1	1.12	1	0.315	6.3	8.0%	1.38	-4.7
O=C(NC(O)C(=O)c1cccs1)c1cccnc1 (stereo not drawn)	1.06	1	0.169	12.9	4.0%	0.777	6.3
COC(=O)c1[nH]c2ccc(C)cc2c1NC(=O)CN1CCC(C)CC1	1.83	0.8	0.155	-12.8	4.0%	0.109	6.5

(list continues)
SMILES	Fluor 339 460	RORa activator	TNAP act mid DEA	M1 agonist	SF-1 act	NADH enzymes	Ecoli tolC	M1 antagonist	Ec RNAP inh
COC(=O)c1ccccc1N=C(SC)N(C)C	1.81	-28.2	1	-0.812	-9.9	6.0%	-8.9	-0.932	/
COc1ccc(-c2nnc(SCC(=O)NCc3ccco3)o2)cc1	1.09	1.3	0.9	0.00246	-2.6	6.0%	-8.5	-0.333	12.7
Cc1ccccc1OCCC(=O)Nc1c(C)n(C)n(-c2ccccc2)c1=O	1.07	-2.8	0.9	0.23	13.7	5.0%	-2.9	0.561	-2.2
Cc1ccnc(SCCn2c(N3CCN(C)CC3)nc3c2c(=O)[nH]c(=O)n3C)n1	1.11	-6.5	0.8	0.685	-0.2	8.0%	-6.5	1.29	7.3
CCOc1cc(S(=O)(=O)NCCc2ccccc2C)c(OCC)cc1-n1cnnn1	3.85*	-1.1	0.9	-0.0803	-0.1	0.0%[fluoresces]	39.0	-0.578	3.8
COc1ccc(CCn2c(SCC(=O)Nc3cc(C)on3)nc3ccsc3c2=O)cc1OC	0.95	-4.9	0.9	2.9	-0.6	13.0%	4.8	-1.66*	-2.2
Cc1onc(-c2ccccc2Cl)c1C(=O)OCC(=O)N1CCCc2ccccc21	1.1	-7.2	1	-0.148	-4.0	4.0%	27.4	-0.746	/
CC(=O)c1nnn(-c2nc(N3CCCC3)nc(N(c3ccccc3)c3ccccc3)n2)c1C	1.06	-4.7	0.9	0.387	-11.5	3.0%	-3.5	0.0772	-0.9
CCCCc1nc2ccccc2c(NC(=O)CN2CCN(C)CC2)c1CCC	1.08	2.0	1	/	-6.4	5.0%	-26.4	/	11.2
COc1ccc(OC)c(CN2CCCC(C(=O)N3CCCCC3)C2)c1 (stereo not drawn)	1.16	-0.6	1	-0.0825	-12.4	2.0%	-7.1	0.00658	6.4
COc1ccccc1CNC(=O)CCN1C(=O)COc2ccccc21	1.04	8.9	0.9	0.0178	-16.0	0.0%	-3.3	-0.335	1.6
COc1cccc(-c2nc(CS(=O)(=O)CC(=O)NCc3ccccc3)c(C)o2)c1	1.08	-8.5	0.9	-0.853	-9.0	1.0%	-0.1	-0.216	6.0
O=C(NCc1ccc2c(c1)OCO2)c1ccc(-c2ccc(Cl)cc2)o1	1.24	-7.1	0.9	0.614	-5.9	2.0%	79.0*	1.15	-1.1
COc1ccc(Cc2nn3c(-c4cc(OC)c(OC)c(OC)c4)nnc3s2)cc1	1.06	21.3	0.9	1.26	11.2	11.0%	30.3	0.0267	8.8
CCOC(=O)c1ccc(N2C(=O)C3C(C2=O)C(C(=O)c2ccc(Cl)cc2)N2CCCC32)cc1 (stereo not drawn)	1.11	-18.7	1.1	0.335	-5.2	3.0%	4.2	-1.67*	-0.9
